# Source: PubChem BioAssay
# m-calpain inh: blocks pig calpain II enzyme activity | purified calpain II, fluorogenic peptide substrate, 30 min | inhibition, % at 16 µM | 0.37% of 220,000 active | AID 1236;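 active = inhibition above about 50%, limit read from the data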
# FXIIa inh: blocks human coagulation factor XIIa protease activity. purified FXIIa, Boc-QGR-AMC fluorogenic substrate, 2 h. 0.3% of 220,000 active. inhibition, % at 5 µM; in the data active = inhibition above about 40%;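 note: 0% = enzyme with no compound and 100% = blank without enzyme; many of its hits are not listed in these tables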
# Rad51 HR inh: blocks human Rad51 in homologous recombination; hRad51 DNA strand exchange, fluorescence dequenching; inhibition, % at 10 µM; 0.085% of 200,000 active;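 active = inhibition above 40% at the single screening dose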;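 note: 0% = DMSO control wells and 100% = blanks with heterologous ssDNA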
#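 Test system: preformed human Rad51 ssDNA filaments. Compound dosing: single dose, 10 µM final compound. Incubation: filaments 15 min 37 °C, then compound 30 min. Technique: FRET fluorescence dequenching, excitation 485 nm, emission 520 nm. Read-out basis: percent inhibition from fluorescence, normalised to plate control and blank means. Benchmarks: plate controls and plate blanks.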
# Furin inhibitor: human furin inhibition | AID 463115 | 0.061% of 220,000 active | purified furin, fluorogenic substrate cleavage | inhibition, % at 30 µM; in the data active = inhibition above about 25%; note: inactives centre near -15
# Target sequence (P09958 108-714 limits assumed): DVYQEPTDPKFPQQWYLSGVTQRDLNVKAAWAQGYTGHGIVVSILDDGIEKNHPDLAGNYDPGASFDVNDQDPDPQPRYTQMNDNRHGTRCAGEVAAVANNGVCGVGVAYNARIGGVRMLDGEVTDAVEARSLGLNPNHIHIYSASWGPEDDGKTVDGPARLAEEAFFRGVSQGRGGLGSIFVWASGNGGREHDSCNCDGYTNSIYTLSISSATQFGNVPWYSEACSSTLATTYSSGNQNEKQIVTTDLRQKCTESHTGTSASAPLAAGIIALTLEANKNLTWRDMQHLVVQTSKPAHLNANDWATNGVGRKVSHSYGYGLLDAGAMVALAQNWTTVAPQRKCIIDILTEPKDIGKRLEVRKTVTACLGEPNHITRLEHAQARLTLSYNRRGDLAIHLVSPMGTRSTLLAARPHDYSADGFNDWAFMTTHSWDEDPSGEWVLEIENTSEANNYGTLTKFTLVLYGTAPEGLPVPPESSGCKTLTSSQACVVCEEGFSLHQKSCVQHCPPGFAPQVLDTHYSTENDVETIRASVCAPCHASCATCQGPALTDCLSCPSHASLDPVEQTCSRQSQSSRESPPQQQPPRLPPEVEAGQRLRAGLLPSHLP
# hK5 inh: inhibitors of human kallikrein 5; Q9Y337; recombinant hK5, fluorogenic AMC substrate cleavage; inhibition, % at 5 µM; 0.59% of 210,000 active; AID 873;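 active = inhibition of 40% or more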;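 note: 0% = enzyme controls without compound and 100% = no-enzyme blanks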
# Target sequence (Q9Y337 67-293 limits assumed): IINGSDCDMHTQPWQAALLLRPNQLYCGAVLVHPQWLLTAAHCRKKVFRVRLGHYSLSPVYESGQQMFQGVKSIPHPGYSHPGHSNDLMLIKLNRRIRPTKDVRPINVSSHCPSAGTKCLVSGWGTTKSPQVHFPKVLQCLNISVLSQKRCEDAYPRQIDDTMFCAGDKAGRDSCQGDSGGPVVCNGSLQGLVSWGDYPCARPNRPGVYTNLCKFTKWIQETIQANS
# FXIa inh: inhibitors of human coagulation factor XIa | P03951 | purified FXIa, Boc-Glu-Ala-Arg-AMC fluorogenic substrate | inhibition, % at 5 µM | 0.14% of 220,000 active | AID 798;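 active = inhibition of at least 40%; inactive = inhibition below 40%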;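 note: fluorescence of freed AMC excited at 355 nm; 0% = enzyme without compound and 100% = no enzyme blank; many of its hits are not listed in these tables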
# PERK inh: blocks human PERK kinase; inhibition, % at 5.6 µM; 0.17% of 220,000 active; CHO PERK-DD fusion, SEAP luminescence translation reporter;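 active = inhibition above the mean inhibition of all tested compounds plus 3 SD, set separately per screening campaign, cut at about 2.9% in these data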;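 note: PERK kinase domain activated by AP20187 dimerizer at 100 nM; 0% = DMSO with dimerizer and 100% = rapamycin at 8.4 µM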
# Cl transport mod: KCC2 (human) Cl- transport modulation. Q9H2X9. KCC2 cells, thallium flux FluoZin-2 fluorescence. B-score of Tl+ flux slope (higher = more flux/activation; lower = inhibition) at 10 µM. 2.2% of 190,000 active. AID 1456;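 active = thallium flux slope and its plate-corrected score both differing from the plate sample mean at a set confidence after two filtering rounds, in either direction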;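 note: slope of fluorescence scaled to starting intensity during 10 to 20 s after thallium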
# Thrombin inh: blocks human thrombin protease activity; 0.26% of 220,000 active; inhibition, % at 5 µM; alpha-thrombin, Boc-VPR-AMC fluorogenic substrate cleavage;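 active = inhibition at or above 40%; inactive = inhibition below 40%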;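 note: 0% = enzyme with no compound and 100% = wells without enzyme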
#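 System: human alpha-thrombin protein; Compound dosing: one concentration per compound, 5 µM, with 0.2% DMSO; Timing: reaction at room temperature; Technique: AMC fluorescence, 355/460 nm; Controls: enzyme without compound as high, wells lacking enzyme as low.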
# Numbers without * were called inactive; x = not tested or not shown; [ ] = dose if it differs, or a comment.
SMILES,m-calpain inh,FXIIa inh,Rad51 HR inh,Furin inhibitor,hK5 inh,FXIa inh,PERK inh,Cl transport mod,Thrombin inh
Cc1cc(-c2n[nH]c(=S)n2/N=C/c2ccc(Cl)c([N+](=O)[O-])c2)n[nH]1,-4,4,-3,-23,-7,4,1.1,-0.41,-9
CCCC1S/C(=N/N=C/c2cccs2)NC1=O (stereo not drawn),-13,11,8,-15[20 µM],5,3,1.7,0.62,1
CC[C@@H](NS(=O)(=O)c1ccc(C)cc1)C(=O)Oc1ccc2c3c(c(=O)oc2c1)CCC3,-497,-3,32,-52,-13,-8,-0.8,-1.2,8
CCCCC(CC)CNS(=O)(=O)c1ccc2c(c1)CCN2C(=O)CCC(=O)O (stereo not drawn),-10,0,-4,-20,-20,-6,0.4,0.75,-1
CCOc1cc(N2CCOCC2)c(OCC)cc1NC(=O)CN1C(=O)NC2(CCc3ccccc32)C1=O (stereo not drawn),-20,16,-1,-2[20 µM],1,2,-2.4,0.19,5
Cc1cccc(NC(=O)CSc2nc3c(oc4ccccc43)c(=O)n2-c2ccccc2)c1,-48,12,2,-6,-5,6,-0.6,-0.9,-3
CCCCc1cc(=O)oc2cc(OCC(=O)N3CCc4ccccc43)ccc12,-119,5,-8,0[20 µM],-19,-3,0.1,x,-5
COc1cc(NC(=O)Cc2ccc(Cl)cc2)ccc1NC(=O)c1ccco1,-400,21,1,-24,-9,8,-1.1,-0.19,3
O=c1[nH]c(=O)n(-c2ccc(F)cc2)c2c1C(C(F)(F)F)(C(F)(F)F)N=C(c1ccc(F)cc1)N2,-24,19,-9,-15,-6,7,0.9,-1,-12
COc1ccc2nc(/C=N/NC(=O)[C@H](CCSC)NC(=O)OC(C)(C)C)ccc2c1,-382,1,-3,-27,-16,2,-0.6,-0.62,-8
S=C(Nc1ccc2[nH]ccc2c1)NC1CCCCC1,-13,3,5,-11,0,-2,0.8,x,26
Cn1c(SCC(=O)Nc2ccc3nc(SCC(=O)N4CCCC4)sc3c2)nnc1-c1ccc(N)cc1,-153,-1,x,5[20 µM],-9,-7,-0.8,-0.053,-6
CCCCN1C(=O)CN(CCc2ccccc2)C(=O)C1c1ccc(OC)cc1 (stereo not drawn),6,20,3,-19,-2,6,-1.1,0.021,1
O=C(COC(=O)[C@@H]1CCCN1S(=O)(=O)c1ccccc1F)c1ccccc1,26,9,-5,-10,8,3,0.3,-0.77,-3
CCCc1[nH]nc2c1C(c1c(C)nn(-c3ccccc3)c1Cl)C(C#N)=C(N)O2 (stereo not drawn),-17,19,-6,-13,-4,8,-1.0,-1.8,3
Cc1ccc(C(=O)COC(=O)CNC(=O)C(c2ccccc2)c2ccccc2)cc1[N+](=O)[O-],7,14,9,-9[20 µM],0,7,0.0,1.4,-1
O=C(CC1(c2ccc(Cl)cc2)C2CC3CC(C2)CC1C3)NCCO (stereo not drawn),-6,4,x,-14,-3,-4,-0.2,0.49,-2
Fc1ccc(/C=N/NC(=S)Nc2ccc(Cl)cc2Cl)cc1,-9,9,7,-19,2,1,1.6,7.6*,1
COCCN(CC(=O)NCc1ccc2c(c1)OCO2)C(=O)CCC(=O)Nc1nccs1,19,-3,6,-17[20 µM],-9,-6,-0.7,0.62,-4
O=C(Nc1ccccc1F)N(CCCN1CCOCC1)Cc1cc2cc3c(cc2[nH]c1=O)OCCO3,-111,18,8,-15,-19,2,-1.5,-0.0056,2

# Entries shown so far with an aryl methoxy group:
SMILES,m-calpain inh,FXIIa inh,Rad51 HR inh,Furin inhibitor,hK5 inh,FXIa inh,PERK inh,Cl transport mod,Thrombin inh
COc1cc(NC(=O)Cc2ccc(Cl)cc2)ccc1NC(=O)c1ccco1,-400,21,1,-24,-9,8,-1.1,-0.19,3
COc1ccc2nc(/C=N/NC(=O)[C@H](CCSC)NC(=O)OC(C)(C)C)ccc2c1,-382,1,-3,-27,-16,2,-0.6,-0.62,-8
CCCCN1C(=O)CN(CCc2ccccc2)C(=O)C1c1ccc(OC)cc1 (stereo not drawn),6,20,3,-19,-2,6,-1.1,0.021,1

# The list continues.
SMILES,m-calpain inh,FXIIa inh,Rad51 HR inh,Furin inhibitor,hK5 inh,FXIa inh,PERK inh,Cl transport mod,Thrombin inh
N#CCc1nn(-c2ccccc2)c(N)c1C#N,-25,9,-3,-23[20 µM],-8,-2,0.4,1,4
O=C(C[n+]1cccc(O)c1)Nc1ccc(Br)cc1,-4,4,0,-29,x,-4,-0.1,1.2,-4
O=C(NCC1CCCN(Cc2ccc3nonc3c2)C1)c1ccc(F)cc1 (stereo not drawn),-20,7,23,-25,0,2,-0.4,-0.21,-4
CN(C)CC(O)COc1ccc(C(C)(C)c2ccc(OCC(O)CN(C)C)cc2)cc1 (stereo not drawn),-38,10,-5,-2,-7,-3,-0.2,x,-5
Cc1ccc(SC(C)C(=O)Nc2cccc(N(C)S(C)(=O)=O)c2)cc1 (stereo not drawn),24,-6,-3,-25[20 µM],2,-23,0.4,x,-2
O=C(/C=C/c1ccccc1[N+](=O)[O-])NCc1ccccc1Cl,11,2,1,-14,-2,-2,-0.1,-0.022,-8
COC(=O)[C@H](CC(C)C)NC(=O)NC1CCCc2ccccc21 (stereo partly drawn),20,3,-7,-1,-10,-12,-0.2,-0.2,-2
C/C(CCc1ccc2c(c1)OCO2)=N\NC(=O)c1ccccc1Br,35,7,-4,-18,1,-2,-0.1,0.68,15
O=C(NC12CC3CC(CC(C3)C1)C2)C1CC(=O)N(c2ccc(Br)cc2)C1 (stereo not drawn),-23,2,0,-2[20 µM],-20,6,-0.1,0.75,-7
CC1(C)N([O-])C(c2cccs2)=C[N+]1=O,-50,16,2,-6,-14,-1,-0.1,1.8,-7
COc1cccc(NC(=O)CN2C(=O)C3(OCCCO3)c3ccccc32)c1,-12,9,-8,-31,-3,3,0.7,-0.052,1
Cc1ccc(C(=O)NC2CCN(S(=O)(=O)c3ccccc3)CC2)cc1,0,13,7,-34,4,0,0.5,-0.29,-4
Cc1ccc(N=C(NOC(=O)c2ccccc2)c2nonc2N)c(C)c1,7,-3,8,-18[20 µM],-28,0,2.2,0.39,-5
O=[N+]([O-])c1cc(/C=N/N2CCN(Cc3ccccc3)CC2)ccc1Cl,17,12,0,-26,0,0,1.3,-0.35,-2
Cc1ccsc1/C=C(\C#N)C(=O)NCc1cccnc1,3,8,x,4,-2,6,0.4,-0.29,2
O=C(CCSc1ccc(Cl)cc1)Nc1cccnc1,-12,6,16,-16,-4,7,0.9,-0.18,-5
NC(=O)C(CC(=O)O)NC(=O)[C@@H]1CCCNc2c(I)cc([N+](=O)[O-])cc2C(=O)N[C@@H](CO)C(=O)N[C@@H](Cc2ccc(O)cc2)C(=O)N1 (stereo partly drawn),-24,5,9,-10,-13,2,-0.4,0.13,-2
O=C(O)CNC(=O)CCCn1nnc2ccccc2c1=O,2,14,0,-20,0,2,0.6,2.4,2
Cc1ccc(S(=O)(=O)NCCC(=O)NCc2ccc3c(c2)OCO3)cc1C,7,12,8,-5,0,1,0.6,-0.95,4
O=C(CN1CCCCC1)Nc1ccc(Br)cc1[N+](=O)[O-],18,10,30,-15,0,3,0.4,-0.31,2
COc1cc2c(cc1NC(=O)Nc1ccc(F)cc1)oc1ccccc12,-29,6,x,-46,-10,3,0.5,-0.094,-2
CSc1ccc(Cl)c(C(=O)NCCOc2cc(C)ccc2C(C)C)c1,36,3,0,-2[20 µM],10,-7,-0.4,-1.2,1
Cn1c(=O)c2c(nc(NCc3ccco3)n2CC(O)COc2ccccc2)n(C)c1=O (stereo not drawn),-3,-10,x,-19,0,-1,-0.5,-0.03,-17
CCN(CC)c1cc(C)c2cc(NC(=O)c3ccc(Br)o3)ccc2n1,9,-1,-6,-26[20 µM],-17,-8,-1.1,0.12,-3
O=C(Cc1c(O)c2ccccc2[nH]c1=O)OC1CCCCC1,-21,15,-6,-2,-8,3,0.1,0.013,-3
Cc1ccc(C(=O)C(c2ccccc2)N2Cc3ccccc3C2=N)cc1 (stereo not drawn),14,5,5,-13,-9,3,-0.6,-0.8,-8
COc1ccc(/C=N/NC(=O)c2cc(C3CC3)[nH]n2)cc1OC,5,6,15,-10,6,-1,2.0,-0.062,-1
CC(NC(=O)c1ccc2c(c1)OCO2)C(c1cccs1)N1CCOCC1 (stereo not drawn),29,19,-4,-24[20 µM],1,16,-0.7,2,11
Cc1cc2oc(=O)cc(CN3CCN(Cc4ccc5c(c4)OCO5)CC3)c2cc1C,-3,9,-9,-25[20 µM],-8,-2,0.3,-0.093,1
Cc1oc2c(C)c(O)ccc2c(=O)c1N1C(=O)c2ccccc2C1=O,-15,5,3,-14,-17,-2,-0.1,1.7,-10
COC(=O)[C@H](CCSC)NC(=O)Nc1ccc(C)cc1,-11,19,-1,-34,-17,4,2.2,0.78,5
Cc1nnc(SCC(=O)N2CC(=O)Nc3ccccc32)n1-c1ccccc1,-4,3,1,-14,-1,-4,0.3,0.034,-7

# Molecules listed so far with an NH in an aromatic ring:
SMILES,m-calpain inh,FXIIa inh,Rad51 HR inh,Furin inhibitor,hK5 inh,FXIa inh,PERK inh,Cl transport mod,Thrombin inh
Cc1cc(-c2n[nH]c(=S)n2/N=C/c2ccc(Cl)c([N+](=O)[O-])c2)n[nH]1,-4,4,-3,-23,-7,4,1.1,-0.41,-9
O=c1[nH]c(=O)n(-c2ccc(F)cc2)c2c1C(C(F)(F)F)(C(F)(F)F)N=C(c1ccc(F)cc1)N2,-24,19,-9,-15,-6,7,0.9,-1,-12
S=C(Nc1ccc2[nH]ccc2c1)NC1CCCCC1,-13,3,5,-11,0,-2,0.8,x,26
CCCc1[nH]nc2c1C(c1c(C)nn(-c3ccccc3)c1Cl)C(C#N)=C(N)O2 (stereo not drawn),-17,19,-6,-13,-4,8,-1.0,-1.8,3
O=C(Nc1ccccc1F)N(CCCN1CCOCC1)Cc1cc2cc3c(cc2[nH]c1=O)OCCO3,-111,18,8,-15,-19,2,-1.5,-0.0056,2
O=C(Cc1c(O)c2ccccc2[nH]c1=O)OC1CCCCC1,-21,15,-6,-2,-8,3,0.1,0.013,-3
COc1ccc(/C=N/NC(=O)c2cc(C3CC3)[nH]n2)cc1OC,5,6,15,-10,6,-1,2.0,-0.062,-1

# Only part of the results is shown, so the mix of outcomes need not match the whole.
